Screening data as filed in PubChem.
AmpC no deterg – AmpC beta-lactamase inhibition without detergent. P00811. AmpC nitrocefin hydrolysis, absorbance 480 nm, 0.0001% Triton. Potency, µM (top dose mostly 57.1 µM), for inactives: top-dose activity change, negative = inhibition, hits mostly inhibitors. 0.52% of 330,000 active. AID 485341;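 also: potency is read from the fitted curve at half-maximal effect; plate controls were no compound for no effect and no enzyme for full effect; nearly all actives have a fitted effect of over 20% in size; some results filed as inactive show a strong effect at the top dose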
Target sequence (P00811 whole entry, looked up): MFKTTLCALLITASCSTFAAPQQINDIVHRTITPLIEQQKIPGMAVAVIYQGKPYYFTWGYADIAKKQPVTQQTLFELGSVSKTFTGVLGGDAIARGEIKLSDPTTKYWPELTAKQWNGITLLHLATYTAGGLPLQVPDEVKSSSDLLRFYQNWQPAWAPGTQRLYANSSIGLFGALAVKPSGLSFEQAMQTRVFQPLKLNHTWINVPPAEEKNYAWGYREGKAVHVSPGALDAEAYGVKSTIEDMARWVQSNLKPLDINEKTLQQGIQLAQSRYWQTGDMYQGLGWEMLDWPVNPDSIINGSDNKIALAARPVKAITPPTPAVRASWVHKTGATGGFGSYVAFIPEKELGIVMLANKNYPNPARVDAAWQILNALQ
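20 mM phosphate pH 7.0 + 0.01% (detergent screen) or 0.0001% Triton X-100; 5.3 nM AmpC reagent; cpd preinc 15 min RT; nitrocefin (800 uM stock) to start; A480 q20 s × 4 min; Activity was normalised to no-enzyme and no-compound control wells.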
AmpC inh detg – AmpC beta-lactamase inhibition with detergent present. Potency, µM (series often up to 114 µM), for the others: top-dose activity change, negative = inhibition, usual class: inhibitors. P00811. AID 485294. AmpC hydrolysis of nitrocefin, absorbance 480 nm, 0.01% Triton. 0.041% of 370,000 active;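 also: potency is read from the fitted curve at half-maximal effect; 0% = no-compound wells and -100% = no-enzyme wells; nearly all actives have a fitted effect of over 25% in size; some results filed as inactive show a strong effect at the top dose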
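AmpC (5.3 nM in the dispensed reagent) in 20 mM phosphate pH 7.0 with 0.01% (detergent screen) or 0.0001% Triton X-100 was preincubated with compounds for 15 min at room temperature. Nitrocefin was then added from an 800 uM solution, and hydrolysis was followed at 480 nm.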
Tb PYK inh – T. brucei pyruvate kinase inhibition | Q57TT1 | Potency, µM (highest dose often 76.8 µM), without a hit: top-dose activity, negative = inhibition, actives largely listed as inhibitors | 0.12% of 410,000 active | TbPYK enzyme, Kinase-Glo Plus ATP luminescence, 45 min; also: potency is read from the fitted curve at half-maximal effect; nearly all actives have a fitted effect of over 50% in size
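Readout: single end-point luminescence (Kinase-Glo Plus, 10 min). Reaction conditions were TbPYK/substrate plus 130 uM ADP, 45 min at RT, pH 7.2 TEA buffer. No-enzyme wells served as controls, and data were normalized before concentration-response fitting.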
LmPK inhibitor – LmPK (Leishmania mexicana) enzyme inhibition; Q27686; purified LmPK, Kinase-Glo ATP luminescence, 1 h; Potency, µM (series often up to 57.5 µM), without a hit: at the highest dose activity change, negative = inhibition, usual class: inhibitors; 0.37% of 290,000 active; AID 1721; also: potency is read from the fitted curve at half-maximal effect
Target sequence (Q27686 whole entry, looked up): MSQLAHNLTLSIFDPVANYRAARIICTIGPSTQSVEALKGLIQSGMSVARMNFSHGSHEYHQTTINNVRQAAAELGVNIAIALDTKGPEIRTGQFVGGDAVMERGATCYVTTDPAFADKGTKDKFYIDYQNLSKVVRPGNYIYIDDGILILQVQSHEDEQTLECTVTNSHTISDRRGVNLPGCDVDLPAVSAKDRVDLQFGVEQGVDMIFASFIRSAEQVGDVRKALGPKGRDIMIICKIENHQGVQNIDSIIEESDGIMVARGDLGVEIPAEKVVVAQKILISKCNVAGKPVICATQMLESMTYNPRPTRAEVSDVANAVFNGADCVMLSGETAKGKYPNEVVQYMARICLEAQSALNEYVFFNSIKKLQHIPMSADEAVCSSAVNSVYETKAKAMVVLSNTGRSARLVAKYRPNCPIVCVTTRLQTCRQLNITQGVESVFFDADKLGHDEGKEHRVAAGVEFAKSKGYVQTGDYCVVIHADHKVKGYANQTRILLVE
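0.1 nM LmPK, 0.5 mM PEP, 0.1 mM ADP; 50 mM imidazole pH 7.2, 7 mM MgCl2, 50 mM KCl; 1 h RT. Kinase-Glo luminescence readout, normalized to no-enzyme (full inhibition) and uninhibited wells.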
Sm TGR inh – inhibitors of Schistosoma mansoni thioredoxin glutathione reductase; Q962Y6; purified TGR, DTNB reduction, TNB absorbance 405 nm; Potency, µM (doses to about 114 µM), without a hit: at the highest dose activity change, negative = inhibition, hits mostly inhibitors; 3% of 360,000 active; AID 485364; also: potency is read from the fitted curve at half-maximal effect; nearly all actives have a fitted effect of over 60% in size
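First, TGR (20 nM dispensed) and NADPH were mixed with compound. Second, a 15 min room-temperature incubation followed. Third, further NADPH and then DTNB were added to start the reaction. Finally, TNB absorbance was monitored kinetically.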
AMA1 RON2 block – disrupts binding of P. falciparum AMA1 to RON2; AlphaScreen AMA1-biotinylated RON2 peptide binding; Potency, µM (top dose mostly 58.2 µM), for inactives: at the highest dose activity change, negative = inhibition, usual class: inhibitors; 0.2% of 360,000 active;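 also: potency is read from the fitted curve at half-maximal effect; 0% = vehicle wells and -100% = peptide control; nearly all actives have a fitted effect of over 45% in size; some results filed as inactive show a strong effect at the top dose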
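AMA1 (3D7) with his tag at 25 nM final met compounds first, then biotinylated RON2 peptide at 25 nM; detection used donor plus acceptor beads, 10 µg/mL apiece, read by AlphaScreen after 30 min at room temperature.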
HCMV antiviral – inhibitors of human cytomegalovirus; HFF cells, HCMV-luciferase reporter, 72 h; active compounds read low; activity change, negative = inhibition, % at 57.5 µM; 4.5% of 410,000 active; AID 1259415; in the data active = activity change below about -60%; inconclusive = no clear call, values can overlap the other calls; inactive = above about -39%
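Two compound doses tested in HFFs infected with HCMV-luciferase, MOI 1 PFU/cell, 72 h at 37C. Lysate luminescence read with OneGlo; data normalized against buffer-only and 10uM Salinomycin inhibitor controls.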
The depositor's hits bear a star; u = inconclusive; x = no result given; & = joins results of further samples; [ ] = dose if it differs, or a comment. Unless noted, calls follow the shape of the dose curve; as a rule, active = well fitted curve in the direction sought with a large enough effect; inconclusive = small, poorly fitted or top-dose-only effect, or another doubt; inactive = no such curve, though single readings can be large; an effect the other way counts as inactive or inconclusive. Unless noted, % is scaled to controls: 0 for no effect and ±100 for the full control effect. An unsorted share of the library, and some 7.4% of all compounds hit somewhere here.

Below each compound – AmpC no deterg	AmpC inh detg	Tb PYK inh	LmPK inhibitor	Sm TGR inh	AMA1 RON2 block	HCMV antiviral
- COc1cc(OC)c(OC)cc1/C=C/C(=O)OCC(=O)Nc1c(C)n(C)n(-c2ccccc2)c1=O
 : x	x	1%	x	x	6%	-9
- COc1cc(NC(=O)SC2=NCCS2)cc(OC)c1
 : -32%	1%	3%	1%	-25%	-7%	26
- O=C(Nc1nnc(S(=O)(=O)Nc2ccccc2)s1)c1ccccc1Cl
 : -32%	-10%&23%	-11%&-14%	-2%	54%&-7%[activator]	2%	-34&7
- COc1cccc(-n2nnnc2SCC(=O)c2cc(OC)ccc2OC)c1
 : -17%	6%	x	4%	-3%	x	x
- Cc1ccc(Cl)cc1N1CCN(C(c2ccc(F)cc2)c2nnc(-c3ccccc3)o2)CC1 (stereo not given)
 : x	4%	-5%	x	7%	x	-5
- COc1ccccc1-c1cc(NC=O)c2ncc(-c3cccc(C(=O)N(C)C)c3)n2c1
 : x	x	-6%	x	x	0%	36
- COc1ccc(C(C)=O)cc1CSc1nncn1C
 : -17%	6%	-9%	4%	-27%	15%	21
- CC(=O)Nc1ccc(S(=O)(=O)NC2CCSc3ccccc32)cc1 (stereo not given)
 : -24%	-9%	0%	-2%	1%	0%	-30
- O=C(NCc1cccnc1)c1cc(-c2ccccc2)on1
 : -35%	-4%	1%	-10%	-13%	u	-15
- NC(=O)C1CCN(C(=O)CSc2nc3ccccc3s2)CC1
 : -14%	-3%	-6%	2%	-4%	31%[activator]	29
- COc1ccccc1CNc1nc2ccccc2c2nc(-c3cccnc3)nn12
 : x	25%	-1%	x	-3%	x	-15
- CC(C)CC(=O)Nc1ccc2c(c1)nc(CCN1CCCCC1)n2C
 : -15%	u	-5%	-2%	6%	-9%	56
- O=S(=O)(NC1CC2CCC1C2)c1ccc(Cl)cc1 (stereo not given)
 : -22%	-1%	4%	0%	7%	6%	-7
- CC1(C(=O)NNC(=O)c2ccc([N+](=O)[O-])cc2)CC1(Br)Br (stereo not given)
 : -17%	-4%	-4%	2%	u	45%[activator]	0
- CCC(=O)Nc1ccc2nc(SCc3ccccc3)sc2c1
 : x	1%	-3%	x	3%	x	u
- CC(C)n1nccc1N(Cc1ccc(Cl)cc1)S(=O)(=O)c1ccccc1
 : 19%	-2%	5%	-1%	-11%	-7%	u
- O=C(CCc1nnc2ccc(NCc3ccc(F)cc3)nn12)NC1CCCC1
 : 36%	-7%	-8%	11%	4%	0%	6
- CC(=O)C1=C(O)CC(c2ccccc2)CC1=NCCc1c(C)[nH]c2ccccc12 (stereo not given)
 : -4%	-10%	6%	3%	0%	-2%	-12
- Clc1ccccc1CN1CCC(Cc2ccccc2)CC1
 : -11%	-1%	25%	-3%	6%	u	-101*
- Cc1ccc(C(=O)NNC(=O)CSc2nnc(-c3ccccc3)n2Cc2ccccc2)cc1
 : -5%	-22%	-9%	-2%	-9%	15%[2.32 µM]	u

Brought forward from above: 3 compounds, followed by the next part.
Below each compound – AmpC no deterg	AmpC inh detg	Tb PYK inh	LmPK inhibitor	Sm TGR inh	AMA1 RON2 block	HCMV antiviral
- CC(=O)C1=C(O)CC(c2ccccc2)CC1=NCCc1c(C)[nH]c2ccccc12 (stereo not given)
 : -4%	-10%	6%	3%	0%	-2%	-12
- Clc1ccccc1CN1CCC(Cc2ccccc2)CC1
 : -11%	-1%	25%	-3%	6%	u	-101*
- Cc1ccc(C(=O)NNC(=O)CSc2nnc(-c3ccccc3)n2Cc2ccccc2)cc1
 : -5%	-22%	-9%	-2%	-9%	15%[2.32 µM]	u
- COc1ccc(C2=C(C)C(=O)N(Cc3ccc(C(=O)Nc4cc(C)ccc4C)cc3)S2(=O)=O)cc1
 : x	1%	1%	x	-16%	x	-26
- O=C(NCCC1CCCCN1S(=O)(=O)c1ccccc1)C(=O)NC1CCCC1 (stereo not given)
 : -8%	-3%	-2%	x	-10%	3%	-23
- COc1ccc2c(c1)C13CCCC[C@@H]1C(C2)N(C)CC3 (stereo not given in full)
 : -9%	5%	6%&8%	-1%	4%	-5%	-26
- COc1ccc(Cl)cc1NC(=O)C1CCN(C(=O)Nc2ccccc2)CC1
 : -19%	6%	-8%	x	-4%	-7%	-3
- CCOc1cccc(-c2c(C(=O)N/N=C/c3ccc(Br)cc3)nnn2-c2nonc2N)c1
 : -60%	0%	-1%	-9%	-6%	5%	-33
- Cc1c(Cl)cccc1-n1ncc(C(=O)N2CCN(c3ncccn3)CC2)c1C1CCN(C(=O)OC(C)(C)C)CC1
 : x	-4%	-10%	x	3%	x	7
- COc1cccc(/C=N/NC(=S)NCc2ccco2)c1OC
 : -35%	-1%	-1%	3%	-21%	75%[activator]	10
- O=C(CSc1n[nH]c(Cc2ccccc2)n1)Nc1ccccc1Br
 : -20%	2%	-17%	-1%	12%	52%[activator]	-7
- N#C/C(=N/Nc1ccc([N+](=O)[O-])cc1)C(=N)N1CCCCC1
 : -36%	-11%	2%	1%	2%	-5%	48
- CCN(CC)C(=O)c1cc(Cl)ccc1NC(=O)c1ccco1
 : -6%	u	7%	-3%	-2%	-19%	1
- COC(=O)Cc1cc(=O)n2[nH]c(SC)nc2n1
 : -6%	-2%	3%	-1%	7%	15%	49
- O=C(Nc1ccc2c(c1)OCO2)N1CCN(S(=O)(=O)c2ccc(Cl)cc2)CC1
 : -1%	1%	3%	-9%	-2%	0%	-7
- CC1C(=O)Nc2ccc(S(=O)(=O)N3CCCCC3)cc2NC1=O (stereo not given)
 : x	-1%	8%	x	-6%	x	27
- N#Cc1nc(COc2ccc(Cl)cc2Cl)oc1N1CCOCC1
 : 54%	-14%	4%	6%	-19%	u	0
- COCCN1C(=O)c2oc3ccccc3c(=O)c2C1c1ccc(O)c(OC)c1 (stereo not given)
 : -12%	-4%	1%	1%	-21%	0%	26
- CCOc1ccc(N2C(=O)c3ccccc3NC2(C)CC)cc1 (stereo not given)
 : -24%	6%	6%	x	-5%	-9%	74
- N#Cc1ccc(OCC(=O)Nc2nc(-c3cccnc3)cs2)cc1
 : -29%	3%	-1%	x	-20%	-7%	29
- COC(=O)COc1ccc(S(=O)(=O)Nc2ccccc2C(=O)OC)cc1
 : -4%	-4%	1%	-7%	-8%	9%	-3
- Cc1cc(NC(=O)COn2nnc3ccc(Cl)cc32)no1
 : -28%	6%	-3%	6%	-18%	-4%	6
- O=C(Nc1cccc(Cl)c1)NC1CC2CCC1C2 (stereo not given)
 : -44%	u	-3%	8%	-13%	-3%	27
- Cc1cc(C)n(-c2ccc(NC(=O)C3CCCCN3C(=O)c3ccc(C)s3)cc2)n1 (stereo not given)
 : 58%	-6%	-5%	-8%	-18%	1%	29
- CCOC(=O)Cc1c[nH]c2ccc([N+](=O)[O-])cc12
 : x	x	3%	x	x	25%	46
- CCOC(=O)c1c(/N=C/c2ccc(C)cc2O)sc2c1CCN(C)C2
 : -1%	-4%	-14%	-5%	12%	-4%	7
- Cc1ccc(NC(=S)N/N=C/c2c(C)nn(-c3ccccc3)c2N2CCCC2)cc1
 : -31%	-11%	-4%	1%	-4%	26%	19
- O=C(NNS(=O)(=O)c1ccccc1Cl)C1COc2ccccc2O1 (stereo not given)
 : -23%	x	10%	x	x	2%	-26
- CC(C)OCCCNC(=O)C1CCC(=O)N1C1CCCC1 (stereo not given)
 : -4%	u	3%	-1%	-6%	-1%	6
- Cc1ccc2nc(N3CCOCC3)c3nncn3c2c1
 : -7%	u	2%	3%	-14%	1%	u
- Cc1ccc(CNS(=O)(=O)c2ccc3c(c2)N(C)CCO3)cc1
 : -34%	2%	1%	4%	0%	-6%	-32
- CCCc1ccc(Oc2cc(C)nc(N3CCOCC3)n2)cc1
 : -13%	1%	-4%	6%	9%	9%	-28
- COc1ccc(-c2c(C#Cc3ccsc3)c3cc(-c4ccc(CN5CCOCC5)cc4)ccc3n2C)cc1
 : -15%	x	6%	x	x	-2%	-5
- CCOC(=O)[C@]12Cc3ccccc3[C@H]1N(C)C(=O)c1cc(OC)ccc12
 : x	x	-6%	x	x	1%	-97*
- OC1/C(=C/c2ccccc2C(F)(F)F)N2CCC1CC2 (stereo not given)
 : -2%[2.29 µM]	-8%	-15%	0%	3%	-4%	-30
- CC(=O)N(Cc1ccccc1)c1c(N)nc(N)[nH]c1=O
 : x	x	-4%	x	x	9%	-3
- COc1cc(NC(=O)c2ccccc2)c(OC)cc1NC(=O)CN1C(=O)NC2(CCCCC2)C1=O
 : 35%	-20%	-11%	x	-20%	100%[activator]	-14
- Cn1cccc1/C=N\NC(=O)C1COc2ccc(C(C)(C)C)cc2O1 (stereo not given)
 : -9%	-1%	0%	6%	-1%	-24%	-1
- CCOC(=O)c1ccccc1NC(=O)c1cn(CC)c2nc(C)ccc2c1=O
 : 41%	9%	0%	13%	11%	-17%	-33
- COc1cccc(NC(=O)CS(=O)(=O)c2cccc3nsnc23)c1
 : -27%	u	3%	-5%	-19%	-13%	-35
- COCCNC(=O)C(C)OC(=O)c1cc2occc2n1C (stereo not given)
 : -3%	-3%	1%	-1%	24%	-2%	19
- CCOc1ccc(/C=N/Nc2ccccc2)cc1
 : -32%	0%	-1%	3%	25µM*	-8%	98
- COc1ccc(-c2nn(-c3ccccc3)cc2/C=C2/SC(=S)N(CCCC(=O)O)C2=O)c(C)c1
 : 28%	-6%	-8%	-4%	0%	-12%	-9
- O=C(CCC(=O)Nc1nnc(C2CCCCC2)s1)Nc1ccc(F)cc1
 : -15%	-1%	-18%	2%	-3%	3%	-37
- COc1cccc(-c2nnc(SCC(=O)Nc3cc(C)ccc3OC)n2N)c1
 : 0%	-12%	0%	-1%	-1%	1%	u
- C#CCN(C[C@H]1[C@H](OC(=O)NC2CCCC2)[C@H](OC(=O)NC2CCCC2)C[C@H]2C(=O)N(c3ccccc3)C(=O)[C@@H]12)S(=O)(=O)c1ccc(C)cc1
 : x	x	7%	x	x	-3%	-6
- COc1cccc(NC(=O)C(NCCC(C)C)c2ccccc2)c1 (stereo not given)
 : -17%	-19%	-8%	-2%	-30%	-9%	-7
- Cc1c(C#N)sc(C(N)=O)c1C
 : -3%	-7%	-4%	-5%	7%	17%	u
- CCOc1ccccc1C(=O)N[C@H](C(=O)OCC(=O)Nc1nnc(-c2ccccc2)o1)C(C)C
 : x	x	-6%	x	x	79%[activator]	20
